Assay outcomes deposited in PubChem BioAssay by Southern Research Specialized Biocontainment Screening Center.
tuberculosis growth = growth inhibition of non-replicating M. tuberculosis (AID 488890); Mycobacterium tuberculosis non-replicating, growth inhibition; higher % means a stronger effect; inhibition, % at 25 µM; hits with a dose series show IC50 in µM; 320,000 tested, 0.39% active; in the data active = a potency from the dose series; inconclusive = inhibition mostly from about 82% at the one dose, without a potency; inactive = the rest, 99 in 100 with inhibition below about 76%;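 also: plate controls were DMSO cells for no effect and high antibiotic wells for full effect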
VEEV TC-83 Vero = inhibitors of VEEV TC-83 cytopathic effect, confirmation, Vero cells (AID 588727) | 350,000 tested, 0.13% active | inhibition, % at 20 µM; hits with a dose series show IC50 in µM | Vero cells, VEEV TC-83 cytopathic effect inhibition; higher % means a stronger effect; in the data active = a potency from the dose series; inconclusive = inhibition mostly from about 14% at the one dose, without a potency; inactive = the rest, 99 in 100 with inhibition below about 12%; also: strong numbers were not always called active
PhoP GFP inhibition = PhoP regulon inhibitors, Salmonella typhi PhoP promoter GFP reporter, confirmatory (AID 1850); 310,000 tested, 0.33% active; Salmonella Typhi PhoP-promoter GFP reporter, fluorescence, 4 h; higher % means a stronger effect; inhibition, % at 50 µM, or IC50 in µM where a hit was titrated; in the data active = a potency from the dose series; inconclusive = inhibition mostly from about 25% at the one dose, without a potency; inactive = the rest, 99 in 100 with inhibition below about 19%;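 also: 0% = induced wells with vehicle and 100% = uninduced wells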
H37Rv inhibition = M. tuberculosis growth inhibition, HTS (AID 449762); M. tuberculosis H37Rv growth inhibition, 7H9 media; higher % means a stronger effect; inhibition, % at 25 µM, or IC50 in µM where a hit was titrated; 330,000 tested, 0.59% active; in the data active = a potency from the dose series; inconclusive = inhibition above about 70% without an active follow-up result;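 also: bacterial growth assessed after seven days of incubation; strong numbers were not always called active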
influenza NS1A = H1N1 influenza NS1A inhibitors, functional cell based assay (AID 504329). inhibition, % at 12.5 µM; hits with a dose series show IC50 in µM. NS1A functional cell-based assay, percent inhibition; higher % means a stronger effect. 340,000 tested, 0.3% active; in the data active = a potency from the dose series; inconclusive = inhibition above about 27% without an active follow-up result; also: strong numbers were not always called active
VEEV TC-83 Vero 10K pilot screen = second read-out of VEEV TC-83 Vero, no call of its own (marks repeat the call); inhibition, %; measured here: 10K pilot screen inhibition
The depositor's hits bear a star; i = inactive; ? = inconclusive; . = not tested or not shown.

SMILES | tuberculosis growth | VEEV TC-83 Vero | PhoP GFP inhibition | H37Rv inhibition | influenza NS1A | others
c1ccc2cc(CCCc3cc4ccccc4cn3)ncc2c1 | 33.6% | 8.0% | . | 21.0% | 1.2%
COc1cc(C(F)(F)F)c(C(=O)N(C)Cc2cc(Cl)cc(Cl)c2)cn1 | 19.5% | 0.5% | 11.8% | 7.1% | -1.2%
CCN(CC)c1ccc(NC(=O)CSc2nc3nc(C)cc(C)c3c(=O)[nH]2)cc1 | 28.0% | 2.9% | 8.3% | 7.6% | -0.6%
NC(=O)CSc1nc2sc(-c3ccccc3)cc2c(=O)n1N | 5.7% | 0.6% | -27.9% | 1.4% | -0.1%
Nc1cc2nc[nH]c2cc1N | . | 5.4% | . | . | 25.4%
O=C(CSc1nnc(Cc2cc(=O)[nH]c(=O)[nH]2)n1-c1ccc(F)cc1)N1CCCCC1 | 14.9% | 0.1% | 7.9% | 3.6% | -3.2%
Cc1ccc(C(=O)N2CC(=O)Nc3ccc(F)cc3C2c2ccccc2)cc1[N+](=O)[O-] (stereo unspecified) | 28.6% | 1.2% | 1.8% | -9.1% | 6.0%
COc1ccc(CC(=O)Nc2cc3oc4ccccc4c3cc2OC)cc1 | 54.7% | 1.7% | -0.2% | 9.9% | 5.0%
O=C(C1COc2ccccc2O1)N1CCN(c2ccccc2O)CC1 (stereo unspecified) | 28.9% | 9.2% | . | 0.3% | -9.9%
CCCCn1[nH]c(-c2ccccc2)cc1=O | 34.7% | 4.5% | 12.0% | 7.8% | 2.5%
COc1cccc(OCc2cc(C(=O)N(C)C3CCOCC3)no2)c1 | -16.8% | 7.9% | -3.4% | -34.9% | 0.1%
CCn1nc(C)c(NC(=O)/C=C/c2cnn(C)c2)c1C | 1.6% | 3.6% | -1.4% | -8.8% | 2.1% | VEEV TC-83 Vero 10K pilot screen=1.0
Cc1nc(N2CCOCC2)c2c(C)c(C(=O)Nc3ccccc3Cl)sc2n1 | 8.5% | 9.5% | -8.8% | -0.5% | -5.1%
CC(C)C[C@@H](CN1CCCC1CN1C(=S)NC[C@@H]1Cc1ccc(O)cc1)N1C[C@H](Cc2ccccc2)N(CC2CCCCC2)C1=S (stereo partly specified) | . | 5.0% | . | . | 0.9%
CC(C)Oc1ccccc1-c1nc(SCC(=O)O)n[nH]1 | -12.5% | 4.6% | -9.7% | -6.6% | -12.1%
O=c1c2sc(-c3ccccc3)cc2nc2n1CCCCC2 | -0.1% | 4.6% | -7.2% | 1.2% | -20.0%
Fc1ccc(NC(=S)NCCc2ccc(Cl)cc2)cc1 | ? | 0.5% | 1.4% | 33.6% | -6.3%
CCOc1nc(OCC)c2cnn(C)c2n1 | -0.7% | 2.5% | -5.9% | 6.5% | 4.4%
CC1(C)CC(=O)c2cc(C(=O)N3CCN(CCO)CC3)c(=O)n(-c3ccc(Cl)cc3)c2C1 | -4.8% | i | -2.0% | 3.0% | 2.7%
Cc1c(C(=O)CN2CCN(c3ccccc3)CC2)c2ccccc2n1C | 10.6% | 2.5% | -1.1% | 1.6% | -6.7%
CCC(=O)N1CCN=C1SCc1ccccc1 | 14.2% | 0.5% | 3.4% | -7.5% | -7.4%
Cc1cccc(OCCC(=O)Nc2ccc(F)c(F)c2)c1 | 44.0% | 0.1% | -0.6% | 13.2% | 7.1%
COc1ccc2c(c1OC)C(=O)N1c3ccccc3N=C(c3ccc([N+](=O)[O-])cc3)CC21 (stereo unspecified) | 5.2% | 5.8% | -7.4% | 1.9% | 5.3%
CN1c2ccsc2C(O)=C(C(=S)Nc2ccccc2)S1(=O)=O | 44.7% | i | 7.9% | -0.5% | 4.7%
O=C(Nc1cccc(O)c1)C1CCCN1C(=O)OCc1ccccc1 (stereo unspecified) | -15.2% | 0.0% | -4.7% | 7.0% | -1.5%
COc1cc(C2NC(=O)NC(C)=C2C(=O)OCC2CCCO2)cc(OC)c1OC (stereo unspecified) | -2.9% | i | -5.4% | -4.1% | 6.7%
O=C(COc1ccc(Cl)cc1)NCc1nnc(SCC(=O)Nc2ccc(F)cc2F)o1 | 15.5% | i | -6.3% | -1.0% | 12.3%
CN1C(=O)N(C)c2cccc3cccc1c23 | . | i | 4.2% | 7.4% | 18.1%
NC(=O)NCC(=O)N1CCN(S(=O)(=O)c2ccc(Cl)s2)CC1 | -10.7% | i | . | -12.3% | -6.7%
COc1ccc(-c2ccc(N)cn2)cn1 | 2.6% | 0.8% | . | 39.9% | 1.1%
CCn1c(=O)cc(SCC(=O)N2CCN(c3ccccn3)CC2)c2ccccc21 | . | 2.2% | . | . | 3.2%
O=C(NCC1CCCO1)c1cccc(N2C(=O)C3C4C=CC(C4)C3C2=O)c1 (stereo unspecified) | -9.7% | 0.9% | -8.2% | -11.3% | 0.6%
Cc1ccc(/C(O)=C2\C(=O)C(=O)N(Cc3cccnc3)C2c2ccccc2[N+](=O)[O-])cc1 (stereo unspecified) | 34.8% | 6.4% | -2.2% | 8.3% | 5.7%
COCCNC(=O)c1cc2c(=O)[nH]c3ccccc3c2s1 | -5.6% | 3.0% | -3.0% | -0.7% | 0.0%
COc1cccc(CC2(CO)CCCN(S(=O)(=O)N(C)C)C2)c1 (stereo unspecified) | 4.7% | 0.6% | -2.1% | -13.1% | -6.4%
COc1ccc(-c2[nH]c3ccccc3c2SCCN)cc1 | 32.8% | 1.1% | 0.8% | 5.3% | 1.5%

The last 4 entries of the part above lead into the next.
SMILES | tuberculosis growth | VEEV TC-83 Vero | PhoP GFP inhibition | H37Rv inhibition | influenza NS1A | others
Cc1ccc(/C(O)=C2\C(=O)C(=O)N(Cc3cccnc3)C2c2ccccc2[N+](=O)[O-])cc1 (stereo unspecified) | 34.8% | 6.4% | -2.2% | 8.3% | 5.7%
COCCNC(=O)c1cc2c(=O)[nH]c3ccccc3c2s1 | -5.6% | 3.0% | -3.0% | -0.7% | 0.0%
COc1cccc(CC2(CO)CCCN(S(=O)(=O)N(C)C)C2)c1 (stereo unspecified) | 4.7% | 0.6% | -2.1% | -13.1% | -6.4%
COc1ccc(-c2[nH]c3ccccc3c2SCCN)cc1 | 32.8% | 1.1% | 0.8% | 5.3% | 1.5%
COc1ccc(NC(C)=O)cc1S(=O)(=O)Nc1ccc(C(=O)N2CCCC2)cc1 | -8.2% | 4.7% | 6.6% | -2.2% | -2.9%
O=C(c1ccc(Br)o1)N1CCN(Cc2ccccc2Cl)CC1 | 20.4% | 0.1% | -2.3% | 0.7% | -20.6%
CCOC(=O)C(C)Sc1nc2ccccc2c(=O)n1CC1CCCCC1 (stereo unspecified) | 14.3% | i | -4.5% | -7.9% | 3.4%
COc1cc(CN2CCNC(=O)C2CC(=O)N(Cc2nccn2C)C(C)C)cc(OC)c1 (stereo unspecified) | 4.3% | i | -8.8% | 4.8% | 2.3%
CCN(c1ccccc1)S(=O)(=O)c1ccc(C(=O)Nc2nnc(-c3ccco3)o2)cc1 | 70.7% | 11.1% | 4.4% | 12.1% | -14.0%
Cc1nnc(N/N=C/c2c(Cl)cccc2Cl)n1N | . | 0.4% | -0.1% | -8.0% | -0.2%
N#CCCN(C(=O)COc1ccc(F)cc1Br)c1ccccc1F | 6.1% | i | -10.4% | 11.6% | -0.9%
Cc1noc(C)c1COc1ccc(C(=O)OCC(=O)Nc2ccc3ccccc3c2)cc1 | 18.3% | 1.0% | 5.7% | 49.7% | -4.1%
Cc1ccc(S(=O)(=O)Cn2nnnc2C(C(C)C)N2CCC(O)CC2)cc1 (stereo unspecified) | 1.8% | 0.9% | 5.6% | 3.6% | -5.0%
CCN(c1cccc(C)c1)S(=O)(=O)c1c(C)[nH]c(=O)[nH]c1=O | -3.7% | i | 18.9% | -9.2% | 1.7%
CC12CCC(=O)N1C(C(=O)Nc1nc3c(F)cc(F)cc3s1)CS2 (stereo unspecified) | 27.0% | 8.1% | -5.2% | -7.7% | -4.8%
O=c1c2cc(Cl)ccc2nc(-c2ccc([N+](=O)[O-])cc2)n1O | 2.2µM* | 2.3% | 17.4% | ? | -4.7% | VEEV TC-83 Vero 10K pilot screen=13.5
O=C(CCC(=O)NC1CC1)Nc1nnc(C2CCCCC2)s1 | -5.6% | i | -7.8% | 5.3% | 8.2%
CC1(Cc2ccc3c(c2)OCO3)NC(=O)NC1=O (stereo unspecified) | -4.6% | i | -1.3% | -1.9% | 2.4% | VEEV TC-83 Vero 10K pilot screen=0.2
Cc1ccc(S(=O)(=O)N2CCN(c3ccc([N+](=O)[O-])c(NCCN4CCOCC4)c3)CC2)cc1 | 6.9% | 2.6% | -4.5% | 5.7% | 9.6%
Cc1ccc(NC(=S)NCc2ccc(F)cc2)cc1 | ? | 1.1% | 0.1% | 2.6% | 9.2%
C/C(=N\NC(=O)CCn1nnc2ccccc21)c1cccs1 | -8.8% | 1.5% | 4.8% | -12.8% | 0.9%
Cn1c(CNc2ccc(Cl)cc2)nc2ccccc21 | 60.3% | 4.6% | -14.3% | 6.5% | -5.7%
O=C(Nc1ccccc1N1CCOCC1)c1ccccc1NS(=O)(=O)c1ccc(F)c(F)c1 | 47.5% | 1.1% | -4.0% | -3.9% | 3.5%
Cc1ccccc1OCC(=O)NCC(C)(C)N1CCOCC1 | 8.5% | 1.8% | 2.8% | -8.1% | -17.0%
COc1ccc(S(=O)(=O)N2Cc3ccccc3CC2C(=O)Nc2ccc(O)cc2)cc1OC (stereo unspecified) | . | 11.3% | -9.3% | 5.1% | 4.5%
O=C1/C(=C/c2cccnc2)CCc2c1[nH]c1ccccc21 | 40.7% | ? | -1.1% | 6.5% | 9.8%
COc1ccc(-n2cnc3c(N)nc(N)nc32)cc1 | . | 0.9% | . | . | -9.5%
CNC(=O)c1cccn(Cc2cc(C(F)(F)F)cc(C(F)(F)F)c2)c1=O | -3.9% | i | 1.4% | 2.0% | -1.5%

Quoted at random: 4 entries already listed, in no set order.
SMILES | tuberculosis growth | VEEV TC-83 Vero | PhoP GFP inhibition | H37Rv inhibition | influenza NS1A | others
O=C(c1ccc(Br)o1)N1CCN(Cc2ccccc2Cl)CC1 | 20.4% | 0.1% | -2.3% | 0.7% | -20.6%
Cc1ccc(S(=O)(=O)N2CCN(c3ccc([N+](=O)[O-])c(NCCN4CCOCC4)c3)CC2)cc1 | 6.9% | 2.6% | -4.5% | 5.7% | 9.6%
Cc1ccc(NC(=S)NCc2ccc(F)cc2)cc1 | ? | 1.1% | 0.1% | 2.6% | 9.2%
O=C(C1COc2ccccc2O1)N1CCN(c2ccccc2O)CC1 (stereo unspecified) | 28.9% | 9.2% | . | 0.3% | -9.9%

The listing continues.
SMILES | tuberculosis growth | VEEV TC-83 Vero | PhoP GFP inhibition | H37Rv inhibition | influenza NS1A | others
O=C(Nc1cccc(S(=O)(=O)N2CCOCC2)c1)c1cc2ccccc2o1 | 10.8% | 6.0% | 9.7% | 11.3% | -2.8%
O=C(Cc1ccccc1)Nc1ncccn1 | 5.8% | 0.5% | -5.5% | -2.4% | 0.7%
Cc1ccc(C(=O)N2CCCC(N3CCN(c4ccccc4F)CC3)C2)s1 (stereo unspecified) | 26.9% | 0.2% | -5.7% | 17.4% | -4.1%
CCOC(=O)c1cnn(-c2ccccc2)c1-c1ccncc1 | 0.4% | 0.4% | 1.0% | -0.1% | -1.0%
O=C(CCc1ccc(O)cc1)c1c(O)cc(O)cc1O[C@@H]1O[C@H](CO)[C@@H](O)[C@H](O)[C@H]1O | -2.0% | i | 11.3% | 7.3% | 2.9%
O=C(NC(=S)NNS(=O)(=O)c1ccccc1)c1ccc([N+](=O)[O-])cc1 | 6.4% | 0.6% | -13.9% | -0.2% | -1.7%
CCOc1ccccc1NC(=O)C(Sc1ccccc1)c1ccccc1 (stereo unspecified) | 14.0% | 7.5% | 3.1% | 5.3% | 1.4%
N#C/C(C(=O)Oc1ccccc1)=C1/Nc2ccccc2-c2ccccc21 | . | 0.5% | . | . | 4.0%
Cc1cccc(-c2cccc(NC(=O)C3CCCN(C(=O)c4ocnc4C)C3)c2)c1 (stereo unspecified) | 12.0% | 4.6% | -8.5% | -8.7% | -2.4%
Cc1ccc(/C=C2/SC(=S)N(CCCC(=O)Nc3ccc(O)cc3)C2=O)cc1 | . | 4.9% | . | . | 6.0%
COc1ccc(N2CCN(c3nc4ccccc4n3CC(=O)c3ccccc3)CC2)cc1 | 5.6% | 3.4% | -6.5% | 3.9% | 11.9%
CCN1C(=O)Cc2cc(S(=O)(=O)N3CCOCC3)ccc21 | -2.8% | 0.6% | -0.8% | -3.1% | 1.4%
Cc1ccc(OCC(=O)NNC(=S)NC(=O)c2cccs2)c(C)c1 | ? | 11.4% | -2.3% | ? | -2.9%
O=c1c2ccccc2nc(SCc2cc(F)cc3c2OCOC3)n1Cc1ccco1 | 1.8% | 0.7% | 2.0% | -3.0% | -3.5%
